# From PubChem BioAssay
# cardiac RTF act: cardiac RTF calcium sensitivity activators, primary screen, biochemical, IANBD-TnC fluorescence, EC20 calcium | Troponin I, cardiac muscle (Homo sapiens) + Troponin T, cardiac muscle (Homo sapiens) + … | IANBD-labeled TnC RTF fluorescence at EC20 calcium; 0% EC20 calcium, 100% full calcium | activation, % at 7.2 µM | 340,000 compounds, 0.24% hits;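 active = activation above the mean over all tested compounds plus 3 SD, cut at about 30% in these data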;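 note: rise in fluorescence read as greater calcium sensitivity of cardiac thin filaments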
# CDK5 p35 inh: inhibitors of human CDK5/p35 kinase, primary screen, biochemical, single concentration; Cyclin-dependent kinase 5 (Homo sapiens) + Cyclin-dependent kinase 5 activator 1 (Homo …; Recombinant CDK5/p35, ADP-Glo luminescence, 60 min; inhibition, % at 10 µM; 330,000 compounds, 0.01% hits; AID 488839, 2010;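 active = highest replicate inhibition of at least 50% and at least 75% of replicates reaching 50%; inconclusive = only one of the two criteria met; inactive = both criteria failed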;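 note: plate controls were DMSO neutral control for no effect and GW8510 at 10 µM for full effect; many of its hits are not listed in these tables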
# Target sequence (Q00535 whole entry, looked up): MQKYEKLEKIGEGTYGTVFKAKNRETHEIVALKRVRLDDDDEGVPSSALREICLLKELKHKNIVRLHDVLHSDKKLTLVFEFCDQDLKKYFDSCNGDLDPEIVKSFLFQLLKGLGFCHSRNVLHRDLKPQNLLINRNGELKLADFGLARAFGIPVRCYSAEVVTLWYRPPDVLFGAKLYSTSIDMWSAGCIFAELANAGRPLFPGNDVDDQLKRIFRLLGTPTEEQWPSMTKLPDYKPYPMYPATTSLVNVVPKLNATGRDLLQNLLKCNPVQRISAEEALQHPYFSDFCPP
# Target sequence (Q15078 whole entry, looked up): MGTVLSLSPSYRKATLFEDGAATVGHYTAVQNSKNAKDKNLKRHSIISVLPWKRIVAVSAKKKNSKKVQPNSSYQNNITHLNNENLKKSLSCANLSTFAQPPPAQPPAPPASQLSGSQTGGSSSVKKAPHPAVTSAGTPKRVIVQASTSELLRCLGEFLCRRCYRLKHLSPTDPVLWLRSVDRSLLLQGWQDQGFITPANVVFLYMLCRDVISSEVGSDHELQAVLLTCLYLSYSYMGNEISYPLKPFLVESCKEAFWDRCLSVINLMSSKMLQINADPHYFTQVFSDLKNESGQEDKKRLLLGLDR
# CAL PDZ FP-1: untagged CAL PDZ binding inhibitors, primary screen, biochemical, fluorescence polarization, HTS. Golgi-associated PDZ and coiled-coil motif-containing protein (Homo sapiens), Q9HD26. purified CAL PDZ, TMR-peptide fluorescence polarization, 1 h. inhibition, % at 24.9 µM. 300,000 compounds, 0.92% hits. AID 602252, 2012;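 active = mean inhibition of at least 30% with at least half of replicates also reaching 30%; inconclusive = no clear call, values can overlap the other calls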;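 note: 0% = DMSO neutral control and 100% = excess unlabeled competitor peptide PRC23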
# dFosB activator: activators of delta FosB homodimer, primary screen, biochemical, fluorescence polarization, TAMRA-CDK5 oligo, single point; activation, % at 25 µM; purified delta FosB; percent of positive-control signal above neutral wells; Protein FosB (Mus musculus), P13346; 340,000 compounds, 0.99% hits; AID 493131, 2011;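 active = mean activation above about 17%, with every replicate also reaching it, limit read from the data, passing the limit was not always enough; inconclusive = only one of the two conditions met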;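 note: fluorescence polarization rise as delta FosB binds a TAMRA Cdk5 AP-1 oligo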
# MITF act: activators of MITF-driven TRPM1 promoter reporter, primary screen, cell-based, SK-MEL-5, luciferase, single point | AID 588334, 2011 | activation, % at 12.5 µM | SK-MEL-5 TRPM1-promoter luciferase, 24 h; % of positive control, neutral wells = 0 | 300,000 compounds, 0.75% hits;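 active = mean activation of at least 80% with every replicate also reaching 80%; inconclusive = mean reaches 80% but some replicate falls short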;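 note: 0% = neutral control wells and 100% = parthenolide positive control wells; values of inactives mirror those of a sister screen read the other way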
# Rtt109 Vps75: inhibitors of C. albicans Rtt109/Vps75 HAT, primary screen, biochemical, ThioGlo CoA-SH fluorescence, plate reader. Histone acetyltransferase RTT109 (Candida albicans (strain SC5314 / ATCC MYA-2876)), …. purified Rtt109/Vps75, 4 h. 330,000 compounds, 0.16% hits. inhibition, % at 34.9 µM;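 active = inhibition of at least 50% in every replicate; inconclusive = best replicate reaches 50% inhibition but some replicates fall short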
# Target sequence (Q5AAJ8 whole entry, looked up): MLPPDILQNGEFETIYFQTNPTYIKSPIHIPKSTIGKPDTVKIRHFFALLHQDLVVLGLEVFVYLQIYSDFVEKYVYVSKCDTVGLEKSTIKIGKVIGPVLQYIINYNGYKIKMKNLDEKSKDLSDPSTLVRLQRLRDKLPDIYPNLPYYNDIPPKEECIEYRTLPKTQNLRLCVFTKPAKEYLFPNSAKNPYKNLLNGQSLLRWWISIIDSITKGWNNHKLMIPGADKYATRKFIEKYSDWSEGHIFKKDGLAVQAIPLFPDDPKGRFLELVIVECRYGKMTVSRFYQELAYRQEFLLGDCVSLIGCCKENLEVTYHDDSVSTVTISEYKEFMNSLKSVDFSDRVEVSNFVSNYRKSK
# Wnt act: Wnt/beta-catenin pathway activators, primary screen, cell-based, plate reader, single point; Wnt/beta-catenin reporter cell assay, activator; activation, % at 9.35 µM; 300,000 compounds, 1.2% hits; AID 743398, 2014; in the data active = activation above about 30%, passing the limit was not always enough; inconclusive = no clear call, values can overlap the other calls;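 note: 0% = neutral control wells and 100% = positive control wells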
# V-ATPase pHluor: regulators of yeast V-ATPase proton pumping, primary screen, pHLuorin cytosolic pH fluorescence; S. cerevisiae; response, % at 10 µM; 350,000 compounds, 0.37% hits; AID 504577, 2011; in the data active = response mostly above about 7.3%, no sharp cut-off; inactive = mostly below about 5.4%; note: actives read high; inactives centre near 0; some compounds called inactive have numbers as strong as hits; reference of the scale not given here
# CAL PDZ FP-2: CAL PDZ peptide-binding inhibitors, primary screen, biochemical, fluorescence polarization, Cer-tagged CAL PDZ, HTS. inhibition, % at 20 µM. AID 504414, 2011. Golgi-associated PDZ and coiled-coil motif-containing protein (Homo sapiens), Q9HD26. purified CAL PDZ, TMR-peptide fluorescence polarization, 1 h. 330,000 compounds, 0.02% hits;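 active = highest replicate inhibition of at least 40%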;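 note: plate controls were DMSO neutral control wells for no effect and unlabeled competitor peptide control wells for full effect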
#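 System: tagged CAL PDZ domain. Schedule: 1 h room-temperature incubation prior to read. Signal: fluorescence polarization (mP). Measure: percent inhibition from loss of millipolarization.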
# Tat export inh: E. coli Tat export inhibitors, primary screen, MC4100, TorA-mCherry reporter, fluorescence, single point; inhibition, % at 10 µM; 340,000 compounds, 0.036% hits; AID 488895, 2010;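 active = mean replicate inhibition at least 50% and at least half of replicates individually reaching 50%; inconclusive = only one of the two criteria met; inactive = neither criterion met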;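 note: exported cargo escapes ClpAP degradation while cytoplasmic cargo is degraded and loses fluorescence; 0% = median of neutral control wells and 100% = median of NaSCN control wells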
# Active calls of the source: *; ? = inconclusive; · = no result given; + = active, no number.
SMILES	cardiac RTF act	CDK5 p35 inh	CAL PDZ FP-1	dFosB activator	MITF act	Rtt109 Vps75	Wnt act	V-ATPase pHluor	CAL PDZ FP-2	Tat export inh
COc1ccc2c(-c3ccccc3)cc(N3CCOCC3)nc2c1	4	0.4	-3	-20	-5	-3	·	1	-1.0	-5
COCCNC(=O)C(c1ccc(C)cc1)N(CCOC)C(=O)CCC(=O)Nc1nccs1 (stereo unspecified)	-1	-0.3	-2	-9	12	15	-2	-2	-1.2	-5
CSc1ccc(C(=O)C2CCCN(C(=O)Cn3cnnn3)C2)cc1 (stereo unspecified)	-1	-0.3	0	-6	2	2	-2	2	-2.8	-5
COc1ccc(NC(=O)c2cc(-c3ccccc3Cl)no2)cc1	-2	-2.6	-2	-7	24	0	·	2	-1.4	0
CC(=O)Nc1ccc(S(=O)(=O)N2CCC(C(=O)NCCC(=O)Nc3ccccc3)CC2)cc1	1	-0.9	12	-5	4	-4	-1	-4	0.6	-1
O=C(O)CCN1C(=O)CC(N2C(=O)/C(=C/c3ccc(Cl)cc3)SC2=S)C1=O (stereo unspecified)	-7	·	-2	3	-5	?	-1	-3	0.9	-3
Cc1cccc(NC(=O)COC(=O)Cc2cccs2)c1C	3	1.5	2	-5	-10	-3	-3	16	-3.5	3
Cc1ccccc1C(=O)NC(CC(C)C)C(=O)OCC(=O)c1c(N)n(C)c(=O)n(C)c1=O (stereo unspecified)	5	-0.4	·	0	12	11	0	3	-1.0	-2
CN(c1ccccc1)S(=O)(=O)c1cccc(NC(=O)Cn2cnc3c2c(=O)n(C)c(=O)n3C)c1	3	-0.1	-3	-11	-7	2	-3	-2	-1.0	-1
Cc1cc(C)cc(NS(=O)(=O)c2c(C)[nH]c(=O)[nH]c2=O)c1	-2	0.0	3	3	9	-2	-1	3	0.4	6
O=C(OCc1c(-c2ccccc2)ncc2ccccc12)N1CCOCC1	2	3.4	0	-8	101*	0	37*	-1	-0.2	-7
CCOc1ccc(NC(=O)c2[nH]c(C)c(C(C)=O)c2C)cc1	0	2.4	2	1	-8	0	10	-1	-0.6	3
C=CCNC(=O)c1ccc(OC)cc1OC	-3	1.6	5	-3	6	-8	-1	-3	-1.2	-2
O=C(NCC(=O)N1CCCC(C(F)(F)F)C1)c1ccc(Oc2ccccc2)cc1 (stereo unspecified)	2	-4.4	·	-8	-7	-1	-1	2	-0.1	3
O=S(=O)(c1ccccc1)N1c2cc(Cl)ccc2Oc2nc3ccccc3nc21	-3	1.6	-4	-12	-13	9	-1	0	-1.1	-6

# The listing continues.
SMILES	cardiac RTF act	CDK5 p35 inh	CAL PDZ FP-1	dFosB activator	MITF act	Rtt109 Vps75	Wnt act	V-ATPase pHluor	CAL PDZ FP-2	Tat export inh
COc1ccccc1C(=O)c1ccccc1C(=O)c1ccccc1	4	-5.1	2	-7	1	-1	-3	9	-1.6	2
C#CCn1cc(/C=N/NC(=O)c2cc3ccccc3o2)c2ccccc21	-5	0.4	2	-4	0	6	20	-3	0.1	-3
CCCc1nc2c(nnn2Cc2ccccc2)c(=O)[nH]1	14	1.1	·	-3	-4	2	0	-2	-0.5	5
O=C(c1cc(-c2ccccc2)nc2ccccc12)N1N=C(C(F)F)CC1(O)C(F)F (stereo unspecified)	-5	-1.0	-2	-16	16	-4	-2	-4	-0.3	0
COc1ccc(C(CNC(=O)c2cccc(NS(=O)(=O)c3ccc(C)c(F)c3)c2)N2CCCC2)cc1 (stereo unspecified)	-6	-0.4	-5	6	24	12	3	1	-0.8	-4
COc1ccc(NC(=O)NC2CCCCCCC2)cc1OC	-2	0.3	0	-11	6	1	6	-7	-2.0	-18
CCC(=O)Nc1ccc(S(=O)(=O)Nc2c(C)nc3nc[nH]n3c2=O)cc1	-2	-0.8	-2	0	-3	-6	-1	2	-1.7	2
Cc1cccc(-n2nc3c(c2NC(=O)c2ccc(Br)o2)CSC3)c1C	2	2.3	-4	-4	-8	-5	·	6	-1.0	13
O=C(Cn1nnc(-c2cccc(C(F)(F)F)c2)n1)NC(=O)NCc1ccco1	0	4.1	1	0	-5	0	·	2	-1.1	-1
Cc1ccc(-c2cc(C(=O)NCc3ccco3)c3ccccc3n2)s1	-4	0.7	2	-13	·	-4	-1	-1	0.6	4
O=C(Cn1cnc2ccccc2c1=O)NCCCN1CCCC1=O	-3	-1.6	-3	1	-9	4	4	3	-0.2	8
O=C(COc1ccc(F)cc1)Nc1nnc(C2CC2)s1	0	-0.6	-1	-5	29	-7	11	-4	-1.9	11
COc1ccc(-c2nn(C)c(=O)[nH]2)cc1	-4	0.2	5	0	·	1	-2	-1	0.1	-6
CCCn1c(SCCN2C(=O)c3ccccc3C2=O)n[nH]c1=O	9	0.0	0	4	4	-7	·	-2	1.0	-4
NC(=O)NC(=O)CSc1nc2cc([N+](=O)[O-])ccc2n1-c1cccc(C(F)(F)F)c1	6	-3.2	-16	21*	-8	-2	-9	4	-2.1	-10

# (further entries)
SMILES	cardiac RTF act	CDK5 p35 inh	CAL PDZ FP-1	dFosB activator	MITF act	Rtt109 Vps75	Wnt act	V-ATPase pHluor	CAL PDZ FP-2	Tat export inh
CCCC1Cc2c(sc3nc(SC)nc(N)c23)CO1 (stereo unspecified)	4	0.6	-3	3	5	1	·	-2	-2.0	-2
CC(C)(C)NC(=O)Cn1c(=O)oc2ccc(Cl)cc21	6	0.2	-1	7	·	1	-2	6	0.4	-11
COCCNC(=O)c1cc(-c2ccccc2C)nn1CC1CC(c2cccnc2)=NO1 (stereo unspecified)	-7	-0.9	0	-4	0	-1	-4	0	1.1	-7
COC(=O)c1ccc(CON2C(=O)c3ccccc3C2=O)cc1	-13	-1.0	-1	4	12	7	·	4	0.1	-6
O=C(CN1C(=O)COc2ccccc21)N1CCCc2ccccc21	-2	0.2	0	-12	-4	1	-3	3	-2.6	-3
Oc1ccccc1-c1nc(NC2CCCC2)c2ccccc2n1	-4	0.6	-1	-11	-14	2	-4	1	-0.6	7
O=C(CN1C(=O)c2ccc([N+](=O)[O-])cc2C1=O)NC1CCS(=O)(=O)C1 (stereo unspecified)	-7	0.7	·	-6	-2	1	3	2	0.6	4
Oc1ccc2ccccc2c1CNc1ccccn1	-4	-1.7	2	6	-6	5	0	7	-0.3	-1
CSc1nnc(-c2sccc2OCc2ccccc2)n1C	3	0.0	-2	-3	36	11	·	-1	0.6	-4
CC(Sc1c[nH]c2ccccc12)C(=O)O (stereo unspecified)	6	-0.3	-3	-15	-11	-6	-7	·	-5.8	2
O=C(/C=C/c1cccs1)Nc1cccc(NC(=O)/C=C/c2cccs2)n1	-3	-3.1	-5	21*	10	5	11	-2	-3.7	2
Cn1c(=O)c(NCCc2ccccc2)c2c3c(cccc31)C(=O)c1ccccc1-2	+	-0.5	20	-7	-8	0	·	-5	14	1
Cc1ccc(-c2nc(-c3ccccn3)no2)cc1[N+](=O)[O-]	-4	2.3	0	2	·	-3	?	-2	-0.9	-10
CCN(CC)CCC(=O)N1C/C(=C/c2ccccc2)C(=O)/C(=C\c2ccccc2)C1	-3	0.0	-3	4	-106	-3	-8	2	-1.0	-2
CCOC(=O)c1[nH]c(=S)[nH]c1C	-5	0.3	·	-1	5	9	2	-2	-0.5	10

# The last 6 entries of the part above are carried over, then new ones follow.
SMILES	cardiac RTF act	CDK5 p35 inh	CAL PDZ FP-1	dFosB activator	MITF act	Rtt109 Vps75	Wnt act	V-ATPase pHluor	CAL PDZ FP-2	Tat export inh
CC(Sc1c[nH]c2ccccc12)C(=O)O (stereo unspecified)	6	-0.3	-3	-15	-11	-6	-7	·	-5.8	2
O=C(/C=C/c1cccs1)Nc1cccc(NC(=O)/C=C/c2cccs2)n1	-3	-3.1	-5	21*	10	5	11	-2	-3.7	2
Cn1c(=O)c(NCCc2ccccc2)c2c3c(cccc31)C(=O)c1ccccc1-2	+	-0.5	20	-7	-8	0	·	-5	14	1
Cc1ccc(-c2nc(-c3ccccn3)no2)cc1[N+](=O)[O-]	-4	2.3	0	2	·	-3	?	-2	-0.9	-10
CCN(CC)CCC(=O)N1C/C(=C/c2ccccc2)C(=O)/C(=C\c2ccccc2)C1	-3	0.0	-3	4	-106	-3	-8	2	-1.0	-2
CCOC(=O)c1[nH]c(=S)[nH]c1C	-5	0.3	·	-1	5	9	2	-2	-0.5	10
CCN(CC)c1nc(-c2ccc(C(=O)NN)cc2)nc(-c2ccc(C(=O)NN)cc2)n1	-5	0.6	-6	-6	-11	11	2	-2	-0.8	2
O=C(Nc1cc(S(=O)(=O)Nc2ccccc2Cl)ccc1O)c1cc2c(s1)CCCC2	2	-0.1	2	32*	-6	-8	0	4	-0.8	1
CCOc1ccc(C(=O)N2CCN(c3cnn(-c4ccccc4)c(=O)c3Cl)CC2)cc1	4	-0.2	2	-6	10	0	-11	2	-1.4	0
CCc1noc(C)c1C(=O)OCC(=O)Nc1ccccc1SC	3	1.6	-4	3	2	1	-2	1	-2.0	-4
O=C(CN1CCC(NC(=O)c2ccc(Br)cc2)CC1)NCc1cccs1	-4	-0.6	-3	-2	-6	-3	·	3	-3.2	-2
COCCN1CC(C(=O)N2CCC(Oc3ccccc3OC)CC2)CCC1=O (stereo unspecified)	-2	-1.7	1	7	3	5	2	4	-0.7	-4
Cc1ccc(NC2SC(=O)N(Cc3cccc(C(=O)O)c3)C2=O)c(C)c1 (stereo unspecified)	-4	0.1	-7	-9	-2	4	4	1	-1.5	-3
O=C1C=C(c2ccc(C(=O)O)cc2)C[C@@H](c2ccc(Cl)cc2)C1	1	-0.8	-4	1	24	0	8	3	-0.5	-7
COc1cccc(/C=N/n2c(C)nc3ccccc32)c1OC	0	-0.5	-3	-36	·	-2	5	4	-2.2	-4
CC1=C(C(=O)Nc2ccccn2)C(c2ccccc2)n2ncnc2N1 (stereo unspecified)	7	0.3	-2	5	-10	1	-2	3	-0.8	-4
